dFosB act = activators of mouse delta FosB homodimer | P13346 | purified delta FosB, TAMRA-CDK5 oligo fluorescence polarization; percent of positive-control signal above neutral wells | activation, % at 25 µM | 0.99% of 340,000 active | AID 493131;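 active means mean activation above about 17%, with every replicate also reaching it, limit read from the data, passing the limit was not always enough; inconclusive means only one of the two conditions met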;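 further: fluorescence polarization rise as delta FosB binds a TAMRA Cdk5 AP-1 oligo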
RTF Ca sens inh = cardiac RTF calcium desensitization | P19429+P45379 | inhibition, % at 7.15 µM | IANBD-labeled cardiac RTF, Ca2+ fluorescence | 0.12% of 340,000 active;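 active means inhibition above the mean inhibition of all tested compounds plus 3 SD, cut at about 17% in these data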;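 further: assay run at fixed EC70 calcium of 1.6 mM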
Rtt109 Vps75 = C. albicans Rtt109 histone acetyltransferase inhibition | AID 540336 | inhibition, % at 34.9 µM | 0.16% of 330,000 active | purified Rtt109/Vps75, ThioGlo CoA-SH fluorescence, 4 h;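 active means inhibition of at least 50% in every replicate; inconclusive means best replicate reaches 50% inhibition but some replicates fall short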
Target sequence (Q5AAJ8 whole entry, looked up): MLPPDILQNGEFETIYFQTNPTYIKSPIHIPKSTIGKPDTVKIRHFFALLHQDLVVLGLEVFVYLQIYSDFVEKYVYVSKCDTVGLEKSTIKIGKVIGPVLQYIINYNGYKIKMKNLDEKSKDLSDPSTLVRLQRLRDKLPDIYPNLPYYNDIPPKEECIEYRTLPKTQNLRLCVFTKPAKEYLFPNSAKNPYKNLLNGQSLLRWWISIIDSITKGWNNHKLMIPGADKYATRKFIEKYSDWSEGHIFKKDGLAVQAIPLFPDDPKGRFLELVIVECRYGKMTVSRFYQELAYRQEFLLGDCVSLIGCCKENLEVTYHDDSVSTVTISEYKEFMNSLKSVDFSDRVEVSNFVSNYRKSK
cardiac RTF act = cardiac RTF calcium sensitization | P19429+P45379 | IANBD-labeled TnC RTF fluorescence at EC20 calcium; 0% EC20 calcium, 100% full calcium | activation, % at 7.2 µM | 0.24% of 340,000 active | AID 493008;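 active means activation above the mean over all tested compounds plus 3 SD, cut at about 30% in these data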;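 further: rise in fluorescence read as greater calcium sensitivity of cardiac thin filaments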
Keap1 Nrf2 FP = Keap1-Nrf2 (human) interaction inhibition | Keap1 Kelch-Nrf2 peptide fluorescence polarization, 1536-well | inhibition, % at 9.4 µM | 0.15% of 340,000 active; in the data active means inhibition above about 12%; inconclusive means no clear call, values can overlap the other calls; inactive means below about 7.3%;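 further: human Keap1 Kelch domain with fluorescein labeled Nrf2 9mer peptide probe; 0% = neutral control wells and 100% = peptide positive control; higher means more block of Keap1 binding to Nrf2 peptide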
Target sequence (Q14145 whole entry, looked up, the tested form may be a part): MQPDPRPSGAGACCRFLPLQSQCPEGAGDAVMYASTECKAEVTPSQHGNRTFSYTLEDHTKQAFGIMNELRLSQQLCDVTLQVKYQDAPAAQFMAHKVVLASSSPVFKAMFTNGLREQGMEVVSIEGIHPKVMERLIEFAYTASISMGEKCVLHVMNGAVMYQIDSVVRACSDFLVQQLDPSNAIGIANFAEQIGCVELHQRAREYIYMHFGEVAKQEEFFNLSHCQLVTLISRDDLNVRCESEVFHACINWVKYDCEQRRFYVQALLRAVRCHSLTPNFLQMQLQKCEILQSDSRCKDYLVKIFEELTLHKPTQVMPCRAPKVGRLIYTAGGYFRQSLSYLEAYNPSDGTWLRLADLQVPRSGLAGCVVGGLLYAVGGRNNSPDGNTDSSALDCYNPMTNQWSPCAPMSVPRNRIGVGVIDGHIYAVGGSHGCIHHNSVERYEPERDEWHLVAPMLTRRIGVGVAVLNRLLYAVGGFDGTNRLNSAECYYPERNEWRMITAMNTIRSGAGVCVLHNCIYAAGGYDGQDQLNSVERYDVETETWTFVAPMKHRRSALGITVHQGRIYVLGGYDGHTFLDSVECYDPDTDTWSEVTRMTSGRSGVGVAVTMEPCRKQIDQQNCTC
CDK5 p35 inh = blocks human CDK5/p35 kinase activity; 0.01% of 330,000 active; inhibition, % at 10 µM; AID 488839; Recombinant CDK5/p35, ADP-Glo luminescence, 60 min;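 active means highest replicate inhibition of at least 50% and at least 75% of replicates reaching 50%; inconclusive means only one of the two criteria met; inactive means both criteria failed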;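 further: plate controls were DMSO neutral control for no effect and GW8510 at 10 µM for full effect; many of its hits are not listed in these tables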
Mot1-301 SUMO = inhibitors of SUMOylation pathway: yeast Mot1-301 growth rescue | S. cerevisiae Mot1-301 growth rescue, ATP luminescence, 38.5C; percent above DMSO median, 100 means doubled | growth rescue, % at 18.8 µM | 1% of 320,000 active;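 active means every valid replicate shows activation above 250% relative to neutral control wells; inactive means the rest, any valid replicate at or below 250%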;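 further: OY570 slx delta 5 strain wells were the positive control but not used for scaling; some compounds called inactive have numbers as strong as hits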
LANA DNA inh = KSHV C-LANA DNA binding inhibition | MBP-C-LANA/FAM-LBS DNA binding, fluorescence polarization | inhibition, % at 9 µM | 0.078% of 340,000 active;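 active means highest replicate inhibition at or above 60% at 9 µM, even if other replicates fall short; inactive means all replicates below 60% inhibition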;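 further: 0% = neutral control wells and 100% = 4 µM acridine orange control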
NSD2 inh = inhibitors of human histone methyltransferase NSD2; O96028; 0.54% of 310,000 active; AID 743445; NSD2 peptide methylation, AlphaScreen, 120 min; inhibition, % at 12.5 µM; in the data active means inhibition above about 50%
PvdQ acylase = P. aeruginosa PvdQ acylase inhibition | purified PvdQ acylase, fluorescence plate reader | inhibition, % at 10 µM | 0.063% of 340,000 active | AID 488965; in the data active means inhibition above about 30%, passing the limit was not always enough; inconclusive means no clear call, values can overlap the other calls;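 further: 0% = vehicle neutral wells and 100% = reference inhibitor wells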
PfHsp90 yeast 2 = growth inhibition of yeast expressing Plasmodium Hsp90. 0.32% of 310,000 active. inhibition, % at 9.4 µM. S. cerevisiae expressing PfHsp90, BacTiter-Glo ATP, 48 h; yeast lacking PDR1 and PDR3 efflux regulators;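 active means every replicate shows inhibition above about 80%, whatever the replicate mean, limit read from the data; inconclusive means mean inhibition reaches the set limit but some replicate falls short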;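 further: 0% = DMSO neutral controls and 100% = 20 µM radicicol positive controls; yeast relying on Plasmodium falciparum Hsp90 in place of its own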
Numbers without * were called inactive; ? = inconclusive; · = not tested or not shown.

Structure | dFosB act | RTF Ca sens inh | Rtt109 Vps75 | cardiac RTF act | Keap1 Nrf2 FP | CDK5 p35 inh | Mot1-301 SUMO | LANA DNA inh | NSD2 inh | PvdQ acylase | PfHsp90 yeast 2
C/C=C(\C)C(=O)OC1[C@H](OC(C)=O)C2(CO)C(CC1(C)C)C1=CCC3C4(C)CCC(O[C@@H]5O[C@H](C(=O)O)[C@@H](O[C@@H]6O[C@H](CO)[C@@H](O)[C@H](O)[C@H]6O)[C@H](O)[C@H]5O[C@H]5O[C@H](CO)[C@@H](O)[C@H](O)[C@H]5O)[C@](C)(CO)C4CCC3(C)[C@]1(C)C[C@H]2O (some centres undefined) | -8 | -4 | 10 | 0 | 4 | 0.3 | · | 3.7 | · | 2 | -13
O=C(COC(=O)CSc1ccc(F)cc1)NNC(=O)c1ccc([N+](=O)[O-])cc1 | 4 | -3 | -4 | 6 | 2 | 1.1 | 4 | 0.6 | 0 | -9 | 9
N/C(=N\OC(=O)c1ccc(OCC(F)(F)F)nc1)c1ccc(Cl)cc1 | -4 | -4 | 20 | 0 | -3 | -1.6 | 44 | 0.7 | 24 | 5 | 1
CCOc1ccc(NC(=O)NC(=O)N(C)S(=O)(=O)c2ccc(C)cc2)cc1 | 0 | 8 | · | -1 | -2 | -0.3 | 54 | 0.7 | -2 | 6 | 2
C=C(C)c1cccc(C(C)(C)NC(=O)NC2CCN(Cc3ccccc3)CC2)c1 | -4 | -8 | 13 | 3 | -6 | 0.2 | 5 | 24 | 3 | 14 | 0
O=C(CSc1nc(=O)n2cc(Cl)ccc2n1)Nc1cccc2ccccc12 | 0 | -2 | 13 | -3 | -6 | -2.5 | · | -0.6 | 0 | -18 | 12
Cc1nc2ccccc2c(=O)n1NC(=O)Cc1ccc([N+](=O)[O-])cc1 | 2 | -24 | 0 | -10 | -4 | 3.5 | 6 | -1.9 | 5 | -3 | 44
O=C(N/N=C\c1cc(Br)ccc1O)c1ccc(S(=O)(=O)N2CCCCC2)cc1 | 2 | -6 | -6 | -1 | 0 | -0.1 | 3 | -0.7 | 2 | -10 | -4
COc1ccc(N2C(=O)c3ccccc3NC2c2cccnc2)cc1 (centres undefined) | 2 | -2 | -4 | -1 | 1 | 0.5 | 248 | 1.3 | -3 | -14 | 1
CC(C)(C)C1CCC2(CC1)C(C#N)=C(SCC(=O)Nc1ccccc1)NC(=O)C2C#N (centres undefined) | -4 | 1 | -10 | -8 | 2 | -0.9 | -7 | 0.0 | -2 | -7 | 11
CN(CC(=O)Nc1ccc(F)cc1)C(=O)CSc1nncs1 | -5 | -2 | -4 | 0 | -7 | 1.1 | 5 | -0.3 | -5 | -15 | 12
Cc1ccc(NC(=O)CSc2nc(C)c(C)c(C)n2)c([N+](=O)[O-])c1 | 2 | -3 | -1 | 2 | 1 | 0.5 | -6 | 0.1 | 11 | -2 | -8
COc1ccc(N2CCN(C(=O)c3cccc(N4C(=O)C5C6C=CC(C6)C5C4=O)c3)CC2)cc1 (centres undefined) | -5 | -5 | -13 | 3 | -5 | · | 4 | -0.2 | 7 | -6 | -39
Cc1ccc2[nH]cc(S(=O)(=O)c3ccc(F)cc3)c(=O)c2c1 | 2 | -2 | -5 | -5 | -4 | 0.0 | -9 | -1.5 | 11 | -3 | 3
Cc1cccc(N(C(=O)Cn2nnc3ccccc32)C(C(=O)NC(C)(C)C)c2ccsc2)c1C (centres undefined) | 1 | 1 | 10 | -3 | -1 | 1.3 | 20 | -0.3 | -3 | 3 | -8
COC(=O)c1ccc(C(=O)OC)c(NC(=O)C(C)(C)C)c1 | -14 | 0 | -10 | -4 | 1 | -0.6 | -13 | 1.0 | -6 | -7 | 7
Cc1ccc2c(c1)cc(CN(Cc1ccc3c(c1)OCO3)C(=O)c1cnccn1)c1nnnn12 | -12 | -5 | 1 | 3 | 3 | 0.9 | -23 | 0.4 | 3 | -8 | ·
Cc1cc(NC(=O)/C=C/c2ccc(Br)cc2)no1 | -5 | -7 | -6 | -2 | -5 | -0.2 | 52 | -1.2 | -1 | -5 | 36
CCn1c(SCC(=O)O)nnc1C1CCCCC1 | -4 | 2 | 6 | 0 | -1 | 1.6 | -11 | -0.6 | -1 | -11 | 13
CCOC(=O)C1CN(S(=O)(=O)c2ccc(C)cc2)c2ccccc2O1 (centres undefined) | -1 | 3 | 1 | -3 | -4 | -1.6 | -7 | -0.4 | -7 | 6 | 11
CCOC(=O)CCCCC(=O)c1[nH]c(=O)[nH]c1Cn1ccnc1 | 3 | -15 | · | 3 | -4 | 0.9 | · | 2.7 | -3 | -3 | -27
O=C(CC1C(=O)NCCN1CC1CCCCC1)NCCc1ccc(F)cc1 (centres undefined) | -3 | 4 | · | 0 | -6 | 3.4 | -19 | 0.1 | 1 | 5 | 3
Cc1nc2ccccc2n1CCCOc1ccccc1 | 0 | -8 | 2 | 1 | 3 | 1.7 | 12 | -0.7 | -3 | 0 | 15
COc1cccc(OCC(O)CN2CCN(CCN3C(=O)c4cccc5cccc(c45)C3=O)CC2)c1 (centres undefined) | ? | -1 | -3 | -3 | 2 | -0.6 | 4 | 0.1 | 7 | -3 | -6
O=C(Cn1nc(Cc2cccnc2)c2ccccc2c1=O)NCC1CCCO1 (centres undefined) | 0 | -1 | -12 | 0 | 0 | -0.8 | -13 | -0.3 | · | -3 | 14
CCOP(=O)(OCC)C(Nc1cccc(C(F)(F)F)c1)c1ccc(F)cc1 (centres undefined) | -8 | 4 | 3 | -2 | 2 | 0.0 | -14 | -1.5 | -3 | 2 | 26
CCOC(=O)c1ccc(CNC(=O)c2n[nH]c(=O)c3ccccc23)o1 | -8 | -11 | -4 | 5 | -5 | -0.1 | -9 | 3.1 | 6 | -8 | -20
Cc1ccc(S(=O)(=O)Cc2ccc(C(=O)N3CCCC3)o2)cc1 | -7 | -4 | -3 | -2 | 1 | 3.4 | -7 | -0.1 | · | -7 | 6
O=C(CO/N=C/c1ccccc1O)NNC(=O)c1ccccc1Cl | 5 | -9 | -8 | 6 | 0 | 0.4 | 151 | 1.5 | 0 | -9 | -24
O=S(=O)(Cc1ccccc1)N(O)c1ccccc1 | 1 | -3 | 1 | -4 | -3 | -0.5 | 7 | -2.3 | 2 | -8 | 6
COc1cccc(C(=O)NC2=NCCS2)c1 | 0 | 3 | 1 | 7 | 4 | 1.6 | -2 | 1.0 | -1 | -7 | ·
Cc1ccc(NC(=O)Cc2nnc(SCC(=O)c3ccc(Br)cc3)n2C)cc1 | 1 | -7 | -5 | 1 | -6 | 1.1 | -16 | -1.2 | 0 | -15 | 10
NC1=NC(=O)C(Cc2cccc(Cl)c2Cl)S1 (centres undefined) | -5 | -13 | -3 | -1 | ? | 0.3 | 4 | -3.9 | -2 | 6 | -18
O=C(Nc1c(Cl)cccc1Cl)c1cc(-c2ccco2)on1 | 4 | 7 | -13 | -2 | -3 | -1.9 | 20 | 0.2 | 0 | 6 | 9
Cn1cc(Br)c(C(=O)NC(=S)Nc2ccc(S(N)(=O)=O)cc2)n1 | -12 | -2 | 4 | 9 | -4 | -0.1 | -18 | -1.7 | -2 | 5 | -17
Cc1ccc(NC(=O)C(C)OC(=O)c2ccc(NC(=O)CC#N)cc2)cc1S(=O)(=O)N1CCOCC1 (centres undefined) | -7 | 4 | -1 | -4 | -6 | 1.1 | · | 2.0 | -11 | -8 | ·
CC(C)OC(=O)Nc1ccc(Oc2c(F)c(F)c(F)c(F)c2F)cc1 | 0 | 0 | 7 | -6 | 4 | 1.4 | 13 | 2.5 | -8 | 9 | 4
Cc1ccccc1C(=O)NC1CCN(CC(=O)NCc2ccccc2)CC1 | -6 | -14 | -2 | 11 | -7 | -0.9 | 3 | -0.8 | -3 | -2 | 10
CCCc1nc(N2CCCC2)c(C#N)c2c1CCCC2 | -4 | 1 | -24 | -6 | -3 | 0.1 | -1 | 0.0 | 2 | 0 | ·
Cn1c(N)c(C(=O)CSc2n[nH]c(N)n2)c(=O)n(C)c1=O | -5 | -12 | 3 | 2 | -6 | 1.9 | · | -0.3 | 2 | -20 | ·
CCOC(=O)C1CCCN(C(=O)c2c(-c3ccccc3Cl)noc2C)C1 (centres undefined) | 10 | -21 | -11 | 7 | 0 | 1.5 | -3 | -1.7 | -2 | -14 | ·
CN(C)C(CNC(=O)c1cccs1)c1ccco1 (centres undefined) | 2 | 9 | 16 | -5 | 1 | 0.2 | · | 0.2 | 0 | 8 | -6
C[C@@]12C(=O)N(CC3CCCO3)CC(=O)N1[C@H]1c3cc(Cl)ccc3OC[C@@H]1[C@@H]2c1ccccc1 (some centres undefined) | -4 | -6 | -2 | -3 | -4 | 0.3 | 19 | 0.4 | · | -12 | -14
CC(NC(=O)CCCCCCN1C(=O)c2ccccc2C1=O)c1ccc2c(c1)CCCC2 (centres undefined) | 2 | -21 | -3 | -4 | -5 | 2.8 | 1 | -1.8 | -1 | 1 | -59
CSc1ccc(NC(=O)Nc2cccn(Cc3ccccc3F)c2=O)cc1 | 5 | -5 | · | -1 | -3 | -2.8 | 123 | -1.7 | · | -8 | -4
O=c1[nH]c(C2CCN(S(=O)(=O)c3ccc(C(F)(F)F)cc3)CC2)nc2c1nnn2Cc1ccccc1 | -13 | -16 | 3 | -6 | 0 | 0.1 | -6 | -1.2 | -1 | -7 | -2
Cc1ccc(S(=O)(=O)Nc2nccs2)cc1[N+](=O)[O-] | 5 | · | -4 | · | -3 | -0.2 | -12 | -0.3 | -2 | -1 | 16
CCc1ccc(C2CC(c3ccccc3C)n3nc(N)nc3N2)cc1 (centres undefined) | -3 | 8 | -8 | 3 | 4 | 0.8 | -19 | 1.4 | · | -14 | 57
Cc1cccc(NS(=O)(=O)c2cccc(C(=O)NCCCN3CCOCC3)c2)c1 | -3 | -6 | -7 | -1 | -7 | -2.3 | 8 | 0.5 | -2 | -14 | -50
CCOc1cccc(C2C(C(=O)c3ccc(C)o3)=C(O)C(=O)N2c2nnc(C)s2)c1 (centres undefined) | -2 | -5 | 0 | -6 | -8 | -6.8 | · | -2.1 | · | -10 | 27

Carrying on.
Structure | dFosB act | RTF Ca sens inh | Rtt109 Vps75 | cardiac RTF act | Keap1 Nrf2 FP | CDK5 p35 inh | Mot1-301 SUMO | LANA DNA inh | NSD2 inh | PvdQ acylase | PfHsp90 yeast 2
CCN(CC)S(=O)(=O)c1cc(C(=O)OCC(=O)Nc2cccc(S(=O)(=O)N(C)C)c2)ccc1F | -16 | 3 | 3 | -1 | -7 | 1.4 | 3 | -1.1 | 7 | 7 | 2
CCCCNC(=O)OC1CCS(=O)(=O)C1 (centres undefined) | -5 | 3 | 0 | -1 | -7 | -1.5 | -15 | -0.9 | -5 | 14 | 19
N#CC[n+]1cc(-c2ccc(Cl)cc2)n2c1CCC2 | 1 | 0 | -1 | -4 | -1 | -0.4 | -1 | 0.1 | -5 | -3 | -2
COc1cc(-c2nc3ccccn3c2/N=C/c2ccccc2)ccc1O | -9 | -7 | -4 | -22 | 3 | -0.9 | -5 | -2.4 | 7 | -8 | 20
